RmlCD inh mix: RmlC/RmlD inhibition, mixture screen. inhibition, % at 5.5 µM. RmlC/RmlD coupled enzyme inhibition, 384-well mixture HTS. 110,000 tested, 0.39% active; in the data active means inhibition above about 30%, passing the limit was not always enough; inconclusive means no clear call, values can overlap the other calls; further: strong numbers were not always called active
HIV RNase H inh: inhibitors of HIV-1 reverse transcriptase RNase H; P04585; RT-RNase H RNA/DNA duplex cleavage, fluorescence; inhibition, % at 10 µM; 65,000 tested, 1.9% active; AID 565; in the data active means inhibition above about 50%
* marks the source's active call; other numbers are inactive results; ? = inconclusive; / = no result given.

canonical_smiles | RmlCD inh mix | HIV RNase H inh
COc1cc(C2c3c(oc4ccccc4c3=O)C(=O)N2Cc2cccnc2)cc(OC)c1OC (centres undefined) | -9 | -8
Brc1ccccc1-c1nc(-c2ccccc2)no1 | -17 | -24
Cc1cccc(OCc2nc(C#N)c(N3CC(C)CC(C)C3)o2)c1 (centres undefined) | 9 | -81
O=C1CC(N2CCOCC2)C(=O)N1CCc1ccccc1 (centres undefined) | -7 | -4
CC(C)(Oc1ccc(Cl)cc1)C(=O)Nc1cccnc1 | -7 | -2
CC(C)CCOC(=O)/C(=C/c1ccco1)NC(=O)/C=C/c1ccccc1 | 7 | /
COC(=O)c1c(O)c2c([nH]c1=O)CCCC2 | 6 | /
Cc1ccc(N=C2NC(=O)C(CC(=O)O)S2)cc1 (centres undefined) | ? | /
c1ccc(Nc2ncnc3c2oc2ccccc23)cc1 | 12 | -14
CCOC(=O)c1ccc(NC(=O)N2CCN(CCc3ccccc3)CC2)cc1 | 6 | 1
CCOC(=O)C1CCCN(CC(=O)/C=C2/N(C)c3ccccc3C2(C)C)C1 (centres undefined) | -9 | 0
CCn1c(=O)cc(SCC(=O)N2CCN(C3CCCCC3)CC2)c2ccccc21 | -4 | -7
O=S(=O)(c1ccc(Br)cc1)N1CCN(c2cc(-c3ccccc3)nc3ncnn23)CC1 | 7 | -2
N/C(=N\c1nc2c(c(=O)[nH]1)CCC2)Nc1cccc2ccccc12 | 9 | /
O=C(CSc1nnnn1-c1ccc2c(c1)CCC2)Nc1ccc2c(c1)OCCO2 | 1 | -12
NC(=O)CSCc1ccc(Br)cc1 | 3 | -7
O=C(NCc1ccccc1)C12CN(Cc3ccccc3)CC1C(c1ccc([N+](=O)[O-])cc1)=NO2 (centres undefined) | -15 | /
CCN=c1scc(C)n1/N=C/c1ccsc1 | 6 | -20
CCCc1cc(Nc2cccc(OCC)c2)n2ncnc2n1 | 12 | 5
Cc1ccc(S(=O)(=O)N(C)c2ccc(C(=O)N3CCN(Cc4ccc5c(c4)OCO5)CC3)cc2)cc1 | 16 | /

Among those listed so far, these have four or more nitrogen atoms.
canonical_smiles | RmlCD inh mix | HIV RNase H inh
O=S(=O)(c1ccc(Br)cc1)N1CCN(c2cc(-c3ccccc3)nc3ncnn23)CC1 | 7 | -2
N/C(=N\c1nc2c(c(=O)[nH]1)CCC2)Nc1cccc2ccccc12 | 9 | /
O=C(CSc1nnnn1-c1ccc2c(c1)CCC2)Nc1ccc2c(c1)OCCO2 | 1 | -12
O=C(NCc1ccccc1)C12CN(Cc3ccccc3)CC1C(c1ccc([N+](=O)[O-])cc1)=NO2 (centres undefined) | -15 | /
CCCc1cc(Nc2cccc(OCC)c2)n2ncnc2n1 | 12 | 5

The listing picks up, starting 3 compounds before the break.
canonical_smiles | RmlCD inh mix | HIV RNase H inh
CCN=c1scc(C)n1/N=C/c1ccsc1 | 6 | -20
CCCc1cc(Nc2cccc(OCC)c2)n2ncnc2n1 | 12 | 5
Cc1ccc(S(=O)(=O)N(C)c2ccc(C(=O)N3CCN(Cc4ccc5c(c4)OCO5)CC3)cc2)cc1 | 16 | /
O=C(CNC(=O)c1ccco1)OCC(=O)c1ccc2ccccc2c1 | -20 | /
CCOc1ccc(N(CC(=O)NC2CCCCC2)C(=O)CSc2nnc(COc3ccccc3)o2)cc1 | -10 | /
COc1cccc(CN(Cc2cccnc2)S(=O)(=O)c2ccc(-n3cnnn3)c(C)c2)c1 | -1 | -22
Clc1ccc(Oc2cnc3ccccc3n2)cc1 | 3 | /
Cc1cc(C(=O)OCC(=O)NCCCN2CCCC2=O)c2ccccc2n1 | -4 | /
O=C(NCCC1=CCCCC1)c1cnc2n(c1=O)CCS2 | 6 | -5
O=C(O)CC1=C(O)C(=O)N(c2ccccc2)C1c1ccc(Cl)cc1 (centres undefined) | 9 | /
O=C(Oc1cccc(/C=N/Nc2nc(N3CCOCC3)nc(N3CCOCC3)n2)c1)c1ccco1 | 4 | /
Cc1ccccc1NC(=O)Cn1cnc2c1c(=O)n(C)c(=O)n2C | 3 | /
COC(=O)c1ccccc1S(=O)(=O)Nc1ccc2cn[nH]c2c1 | -5 | -1
Cc1cc(NS(=O)(=O)c2ccc(Nc3nc(-c4sc(N)nc4C)cs3)cc2)no1 | -41 | 31
COc1ccc(CN(C2CCCC2)S(=O)(=O)c2ccc(-n3cnnn3)cc2)cc1OC | 10 | 4
CCC(C)[C@H](NC(=O)Nc1ccc2c(c1)OCCO2)C(=O)O (some centres undefined) | -3 | 1
O=C(OCn1nnc2ccccc2c1=O)c1ccc2c(=O)n3c(nc2c1)CCC3 | -7 | -16
FC(F)(F)c1nnc(-c2ccccc2)nc1N1CCOCC1 | 113 | /
Cc1cc(C)n(CC(=O)NC2CCCCC2)n1 | -2 | -1
CC(C)c1ccc(OCc2ccc(C(=O)N3CCN(c4ccccn4)CC3)cc2)cc1 | 11 | -17
Cc1ccccc1-c1nnc(SCc2ccccc2)o1 | -2 | -47
Cc1ccc(C)c(S(=O)(=O)N2CCN(CC(=O)N3CCc4ccccc4C3)CC2)c1 | 6 | /
CCOC(=O)c1cnc(SCC(=O)N2CCN(C(=O)c3ccco3)CC2)nc1N | -5 | -14
O=C(Nc1cc(C(F)(F)F)ccc1N1CCCCC1)c1ccc(Br)o1 | -11 | /
COC(=O)Cc1c[nH]c2ccc(OCC(O)CNC(C)C)cc12 (centres undefined) | -12 | 2
CC1CC1C(=O)OCc1cc(=O)n2cc(Br)ccc2n1 (centres undefined) | -9 | -2
O=C(Nc1ccc2oc(-c3ccccc3F)nc2c1)c1ccc2c(c1)OCCO2 | -18 | -16
CC(C)CCn1c(=O)c2ccccc2c2ccccc2c1=O | -8 | /
O=C(Cn1c(C2CC2)nc2ccccc2c1=O)Nc1ccc(Br)cc1 | -9 | -6
COc1ccc(C(=O)CSc2nc(SC)ns2)cc1OC | -15 | -43
O=C(CN1CCOCC1)N1CCN(C(=O)CN2CCOCC2)CC1 | / | -7
COC(=O)c1ccc(C(=O)OC)c(NC(=O)CCC(=O)O)c1 | -3 | -8
CCOc1cc2c3c(c1)C1(Nc4ccccc4S1)C(=O)N3C(C)(C)CC2C (centres undefined) | 24 | /
O=C(CSc1nnc(-c2ccc(Br)cc2)n1C1CCCCC1)N1CCCC1 | 20 | -4
COc1cc2oc(-c3ccc(O)cc3)cc(=O)c2c(O)c1OC | -13 | /
CCOc1ccc(NC(=O)N(CCC(C)C)C2CCN(C(C)=O)CC2)cc1 | 9 | /
C(=C\c1ccco1)/C=N/n1cnnc1 | -10 | 5
COc1ccc(OC(=O)c2cccc(S(=O)(=O)N3CCCC3)c2)cc1 | -13 | -63
CCOc1ccc(NC(=O)C2=C(C)C(=O)OC23CCC(C)CC3)cc1 (centres undefined) | 8 | /
c1ccc2c(c1)ncn2Cc1nnc2sc(-c3ccc4c(c3)OCO4)nn12 | 5 | 69*
Cc1ccc(N2C(=O)C3Sc4[nH]c(=O)sc4C(c4ccccc4)C3C2=O)cc1 (centres undefined) | -10 | /
COC(=O)C[C@H]1c2ccccc2S(=O)(=O)N1c1cccc(OC)c1 | -5 | /
CC(C)n1c(CCCO)nc2ccccc21 | -21 | -5
O=c1cc(CSc2ccc(Cl)cc2)nc(N2CCOCC2)[nH]1 | -5 | -29
CCOC(=O)c1[nH]c(C)c(C(=O)Nc2cc(Cl)ccc2C)c1C | 6 | -8
CCOC(=O)C(C)n1cnc2c(nnn2-c2ccc(C)cc2)c1=O (centres undefined) | -7 | -3
COC(=O)C1=C2c3[nH]c4ccccc4c3CCN2C(=O)CC1 | -11 | /
CCc1ccc(C(C)NC(=O)c2cc(C)oc2C)cc1 (centres undefined) | -7 | 6
Cc1nnc(SCC(=O)N2CC(=O)Nc3ccccc32)n1C | -12 | /
O=C(OCc1cccc(F)c1)c1ccc2c(c1)-c1ccccc1C2=O | -11 | /
C/C(=N\NC(=O)c1cccc(Cl)c1)c1cccc(NC(=O)C(C)C)c1 | -12 | /
CCOC(=O)c1c(C)oc2c(CN3CCN(C)CC3)c(Br)c(OC)c(O)c12 | -2 | -12
CCCCc1cc(=O)oc2cc(C)c(CN3CCCC3)c(O)c12 | 1 | 11
CCCn1c(CN(Cc2ccccc2)Cc2ccccc2)nc2c1c(=O)n(C)c(=O)n2C | -12 | -16
CC1CCCCN1C(=O)N[C@@H](Cc1ccccc1)C(=O)O (some centres undefined) | -17 | -11
Cc1noc(C)c1COC(=O)c1ccccc1Oc1ccccc1 | 3 | -64
COc1ccc(Nc2ncccc2C(=O)Nc2ccccc2)cc1 | 2 | -23
O=C(NCC1c2ccccc2CCN1C(=O)CN1C(=O)c2ccccc2C1=O)C1CCCCC1 (centres undefined) | 8 | /
CCOCCn1c(=O)c2c(nc3n2CCN3c2ccc(CC)cc2)n(C)c1=O | / | -5
Cc1cc(=O)oc(C)c1C(=O)Nc1cccc2nonc12 | -7 | 5
CCOC(=O)c1cnc(SCC(=O)Nc2ccc(NC(=O)CC)c(OC)c2)nc1N | 7 | -10
Cc1cccc(OCCCCc2c(C)n[nH]c2C)c1C | 10 | -49
O=C(CN1CCN(C(=O)c2ccco2)CC1)Nc1ccc2c(c1)OCCO2 | 7 | 2

New compounds follow
canonical_smiles | RmlCD inh mix | HIV RNase H inh
N#CC1=C(N)Oc2c(c(=O)oc3ccccc23)C1c1cccnc1 (centres undefined) | -7 | -10
O=C1CC(c2cccc(F)c2)SC(N(c2ccccc2)c2ccccc2)=N1 (centres undefined) | ? | /
Nc1nnc(C2CCCC2)s1 | 5 | 1
COc1cccc(C2(O)CCN(C(=O)Cc3cccnc3)CC2)c1 | 5 | /
C=CCn1c(SCC(=O)Nc2cc(C)cc(C)c2)nnc1-c1cnccn1 | -5 | -4
CC1CCC(NC(=O)C2(C)CCC(=O)N2Cc2cccnc2)CC1 (centres undefined) | 12 | -1
O=C(CCOc1ccccc1)Nc1ccccc1 | 5 | /
COc1c(C)cc(Br)cc1C(=O)NCc1cccnc1 | -8 | -9
COCCNC(=O)C(c1ccco1)N(C(=O)Cn1nnc2ccccc21)c1ccc(C)cc1C (centres undefined) | -14 | -2
O=C(O)c1ccc(NS(=O)(=O)c2cccc3cccnc23)cc1 | -3 | -10
Cc1c(S(=O)(=O)N2CCN(C(=O)c3ccco3)CC2)c(=O)n(C)c(=O)n1C | -8 | -3
CCOC(=O)c1ccc(NC(=O)c2c(N)n(Cc3ccccc3)c(=O)[nH]c2=O)cc1 | 17 | /
Brc1ccc(-c2ncc(-c3ccccc3)cn2)cc1 | -10 | /
CC(C)CCn1cnc2c(c1=O)c1nc3ccccc3nc1n2Cc1ccc2c(c1)OCO2 | -44 | 23
O=c1c2ccccc2nc(N2CCN(c3ccccc3)CC2)n1Cc1ccccc1 | 5 | 10
CCOCCn1c(SCc2ccccc2)nc2c1c(=O)[nH]c(=O)n2C | -2 | -32
COc1ccc(CCNC(=O)C2CCN(S(=O)(=O)N3CCCCC3)CC2)cc1OC | / | 2
CCCn1nc(Oc2nc(SC)nc(N(C)C)n2)ccc1=O | 6 | -8
COc1cc2c(=O)n(Cc3ccccc3)c(=O)n(CC(=O)C(C)(C)C)c2cc1OC | / | 48
O=C(Oc1cccc2c(OC(=O)N3CCOCC3)cccc12)N1CCOCC1 | 14 | -7
Cc1cccc(NC(=O)c2cc(NC(=O)CCCC(=O)O)ccc2Cl)n1 | -43 | /
c1ccc2c(NC3=NCCCCS3)cccc2c1 | -15 | /
CC(C)(C)c1ccc(OCCON2C(=O)CCC2=O)c(Cl)c1 | 16 | /
N#CC(c1ccccc1F)(c1ncc(C(F)(F)F)cc1Cl)N1CCOCC1 (centres undefined) | 4 | /
CCOC(=O)NC1(Nc2ccc(Cl)cn2)Oc2ccccc2O1 | 6 | 57*
Cc1cc2cc3c(cc2nc1SCC(=O)O)OCCO3 | -12 | -2
CCc1c(C)c2c(C)nn(-c3ccccc3)c2[nH]c1=O | 5 | -9
CCOc1ccc(OCC)c(NC(=O)C2CCN(S(=O)(=O)c3c(C)noc3C)CC2)c1 | 6 | 4
Cc1[nH]n(C(C)(C)C)c(=O)c1Sc1ccc(Cl)cc1 | -82 | -2
Clc1ccc(C2Nc3ccccc3-n3cccc32)cc1 (centres undefined) | -24 | 7
O=c1[nH]c(=O)n(CCc2ccccc2)c(O)c1C=NCCN1CCNCC1 | / | -2
CCOC(=O)CN1C(=O)N[C@@H](c2ccccc2)C(C(=O)OC)=C1C | -3 | /
COc1ccc(N2CCN(S(=O)(=O)c3ccc(Cl)c(C(F)(F)F)c3)CC2)cc1 | -5 | 9
CCn1nnc(NC(=O)C(C)Oc2ccc(Cl)cc2Cl)n1 (centres undefined) | -15 | -5
CCN(CC)Cc1cc(C(C)=O)ccc1OCC(C)C | -9 | -8
Cc1c(NC(=O)c2ccc3c(c2)OCO3)c(=O)n(-c2ccccc2)n1C | -6 | 0
CC(C)c1ccc(-c2noc(C3CCCN(S(C)(=O)=O)C3)n2)cc1 (centres undefined) | 4 | /
COc1ccc(/C=C(/NC(=O)c2ccccc2)C(=O)N/N=C/c2ccc3c(c2)OCO3)cc1OC | 10 | /
CCCn1nc(NC(=O)c2ccncc2)c2cc3ccccc3nc21 | 8 | -7
O=S(=O)(NCCSCc1ccc(Cl)c(Cl)c1)c1ccc2c(c1)OCCO2 | 4 | /
CC1CCC(NC(=O)c2cnccn2)CC1 (centres undefined) | -5 | /
Cc1cnc(NC(=O)CSc2ncc(-c3ccccc3)n2Cc2ccco2)s1 | -5 | -25
CCOC(=O)C1CN(c2cc3c(cc2F)c(=O)c(C(=O)O)cn3CC)OC1C(=O)OCC (centres undefined) | 11 | 3

Shown with two lines to a compound: part of the list above.
Fields: RmlCD inh mix	HIV RNase H inh
COc1ccc(N2CCN(S(=O)(=O)c3ccc(Cl)c(C(F)(F)F)c3)CC2)cc1
    -5	9
CC1CCC(NC(=O)c2cnccn2)CC1 (centres undefined)
    -5	/
CCOC(=O)C1CN(c2cc3c(cc2F)c(=O)c(C(=O)O)cn3CC)OC1C(=O)OCC (centres undefined)
    11	3
Cc1c(NC(=O)c2ccc3c(c2)OCO3)c(=O)n(-c2ccccc2)n1C
    -6	0

Not all compounds are listed; count on the stated rates, not on these rows.
